Screens as filed in PubChem BioAssay.
SR-BI HDL uptake: mouse SR-BI HDL lipid transfer inhibition; inhibition, % at 12.5 µM; AID 488896; ldlA[mSR-BI] CHO cells, DiI-HDL uptake fluorescence, 3 h; Q61009; 0.96% of 320,000 active;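 active = mean replicate inhibition of at least 70% and a set share of replicates each scoring 70 or more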;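 also: 0% = median of neutral control wells and 100% = median of positive control wells; values of inactives mirror those of a sister screen read the other way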
Target sequence (Q61009 whole entry, looked up): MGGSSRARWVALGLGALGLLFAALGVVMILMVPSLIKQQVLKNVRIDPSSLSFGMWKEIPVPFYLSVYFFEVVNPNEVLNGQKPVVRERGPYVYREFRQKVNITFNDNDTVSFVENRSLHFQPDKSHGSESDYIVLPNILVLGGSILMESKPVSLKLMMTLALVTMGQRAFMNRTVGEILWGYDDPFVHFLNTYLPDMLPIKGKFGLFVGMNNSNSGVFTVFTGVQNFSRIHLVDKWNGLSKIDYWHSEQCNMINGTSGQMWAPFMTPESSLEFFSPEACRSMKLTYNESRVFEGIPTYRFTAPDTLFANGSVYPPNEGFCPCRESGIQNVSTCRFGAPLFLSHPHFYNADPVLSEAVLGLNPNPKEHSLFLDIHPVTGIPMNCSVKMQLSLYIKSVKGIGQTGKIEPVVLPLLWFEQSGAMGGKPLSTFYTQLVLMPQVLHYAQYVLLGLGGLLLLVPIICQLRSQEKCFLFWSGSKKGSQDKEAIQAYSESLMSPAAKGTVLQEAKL
Tat transport: blocks Tat-dependent protein export in E. coli. E. coli MC4100 TorA-mCherry Tat export, fluorescence. inhibition, % at 10 µM. 0.036% of 340,000 active. AID 488895;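 active = mean replicate inhibition at least 50% and at least half of replicates individually reaching 50%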;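 also: exported cargo escapes ClpAP degradation while cytoplasmic cargo is degraded and loses fluorescence; 0% = median of neutral control wells and 100% = median of NaSCN control wells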
Ecoli viability: reduces bacterial viability in AddAB counter-screen; E. coli V3065 growth, OD600 absorbance, 18 h; inhibition, % at 11.9 µM; 0.27% of 330,000 active; AID 449728;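 active = inhibition above the campaign's mean inhibition across all tested compounds plus 3 SD, cut at about 9.9% in these data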;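 also: uninfected addAB+ strain grown without phage in ampicillin broth; 0% = DMSO wells and 100% = ciprofloxacin 0.95 µg/ml wells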
CAL PDZ FP-1: human CAL PDZ-peptide interaction inhibition | purified CAL PDZ, TMR-peptide fluorescence polarization, 1 h | inhibition, % at 20 µM | 0.02% of 330,000 active | AID 504414;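 active = highest replicate inhibition of at least 40%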;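 also: plate controls were DMSO neutral control wells for no effect and unlabeled competitor peptide control wells for full effect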
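System: purified tagged CAL PDZ domain construct (CerCALP). Schedule: 1 h incubation at room temperature before polarization reading. Medium: 25 mM sodium phosphate pH 7.4, 150 mM NaCl, TCEP, IgG, Thesit. Read-out: percent inhibition from loss of millipolarization. Measured by: FP readout, S and P plane fluorescence. Probe or stimulus: fluorescent TMR peptide probe.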
AddAB inh: less growth of phage-infected E. coli with AddAB. E. coli expressing H. pylori AddAB, absorbance growth. inhibition, % at 11.9 µM. 0.29% of 330,000 active; in the data active = inhibition above about 12%;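 also: 0% = vehicle wells of infected cells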
CAL PDZ FP-2: CAL PDZ (human) peptide binding inhibition; purified CAL PDZ, TMR-peptide fluorescence polarization, 1 h; inhibition, % at 24.9 µM; 0.92% of 300,000 active; AID 602252;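 active = mean inhibition of at least 30% with at least half of replicates also reaching 30%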;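 also: 0% = DMSO neutral control and 100% = excess unlabeled competitor peptide PRC23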
SR-BI DiI-HDL act: enhances SR-BI lipid uptake from DiI-HDL; CHO ldlA[mSR-BI] cells, DiI-HDL uptake fluorescence, 3 h; 100 = double the neutral-control signal; 0.096% of 320,000 active; AID 504775; activation, % at 12.5 µM;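 active = mean replicate activation of at least 60% and every replicate at or above 60%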;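 also: 0% = median plate neutral-control signal and 100% = twice that signal; values of inactives mirror those of a sister screen read the other way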
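Material – SR-BI-overexpressing, LDLR-lacking CHO cells · Medium – BSA-supplemented, HEPES-buffered Ham's F12, pH 7.4 · Doses – single concentration · Times – compound with DiI-HDL co-incubation, 3 h at 37 °C · Measured by – bottom-read fluorescence, 550/595 nm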
phage Ecoli inh: E. coli growth loss with phage present. growth absorbance. inhibition, % at 11.9 µM. 0.26% of 360,000 active; in the data active = inhibition above about 11%
Wnt act: activators of Wnt/beta-catenin signaling. AID 743398. 1.2% of 300,000 active. activation, % at 9.35 µM. Wnt/beta-catenin reporter cell assay, activator, plate reader; in the data active = activation above about 30%, passing the limit was not always enough;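 also: 0% = neutral control wells and 100% = positive control wells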
MITF act: activators of MITF-driven TRPM1 promoter activity in SK-MEL-5 cells | activation, % at 12.5 µM | SK-MEL-5 TRPM1-promoter luciferase, 24 h; % of positive control, neutral wells = 0 | 0.75% of 300,000 active;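 active = mean activation of at least 80% with every replicate also reaching 80%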;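 also: 0% = neutral control wells and 100% = parthenolide positive control wells; values of inactives mirror those of a sister screen read the other way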
* = called active by the depositor; . = no result given.

Every second line gives: SR-BI HDL uptake | Tat transport | Ecoli viability | CAL PDZ FP-1 | AddAB inh | CAL PDZ FP-2 | SR-BI DiI-HDL act | phage Ecoli inh | Wnt act | MITF act
O=C(c1ccc(CN2CCOCC2)cc1)N1CCN(c2ccccc2)CC1
    -5 | -2 | 3.4 | -2.8 | 2.8 | -3 | 5 | 3.9 | -4 | 1
CCOc1cc(C(=O)Nn2cnnc2)cc(OCC)c1OCC
    -10 | -12 | 1.8 | -0.5 | -0.9 | . | 10 | 3.0 | 0 | 2
Cc1cc(N)ccc1N=Nc1c(C)n(C)n(-c2ccccc2)c1=O
    -4 | 10 | -1.7 | -0.7 | 0.9 | . | 4 | 2.9 | 20 | 14
COc1ccc(C(=O)NNC2=Nc3cccc4cccc2c34)cc1
    17 | 6 | -4.9 | -5.1 | -4.8 | 1 | -17 | 1.1 | -1 | 10
O=C(O)C1CCCN1C(=O)Nc1ccc(F)cc1 (centres undefined)
    -5 | -4 | 1.0 | -0.6 | 1.6 | 0 | 5 | 2.3 | . | .
O=C(NCCCN1CCOCC1)c1cc(-c2ccc(Cl)s2)nc2ccccc12
    16 | -4 | -0.5 | -1.8 | -2.0 | -5 | -16 | 4.7 | -4 | 16
O=C(Cc1cc(C(=O)O)c2ccccc2n1)Nc1ccccc1
    7 | 4 | 0.4 | -0.1 | -0.1 | -2 | -7 | 2.9 | -1 | -7
CCOP(=O)(OCC)C(Nc1cccc([N+](=O)[O-])c1)c1ccc(OC)cc1 (centres undefined)
    . | . | -2.3 | . | 3.1 | . | . | 0.7 | 0 | .
CCC(Sc1nnc2c3ccccc3n(CC)c2n1)C(=O)Nc1sc2c(c1C#N)CCCC2 (centres undefined)
    17 | 2 | -0.7 | -0.9 | 1.3 | 12 | -17 | 1.6 | 0 | .
Cc1nn(-c2ccccc2)c2c1c(C)c(CCC(=O)N1CCOCC1)c(=O)n2C
    1 | 3 | 0.1 | -1.9 | 2.0 | -3 | -1 | . | . | -5
O=C(NCC(c1ccc(F)cc1)N1CCOCC1)c1ccc(C(=O)c2ccccc2)cc1 (centres undefined)
    7 | 8 | 0.5 | -1.8 | 2.7 | -4 | -7 | -2.6 | 7 | -8
COc1cc(/C=N/N2CCN(C3c4ccccc4-c4ccccc43)CC2)ccc1O
    56 | 12 | 0.5 | 0.2 | 2.9 | 0 | -56 | -0.9 | . | 1
Cc1cccc(C)c1NC(=O)CN(C)C(=O)c1cccc(-n2cccc2)c1
    4 | -4 | -0.8 | -2.4 | 0.3 | 10 | -4 | 0.2 | 1 | 25
O=C(O)CCCC(=O)Nc1ccc(C(=O)N2CCCCC2)c(Cl)c1
    3 | 2 | -0.7 | -0.9 | 1.7 | 1 | -3 | 0.4 | . | 7
COc1cc(C(=O)NC2CCN(C)CC2)ccc1Nc1ncc2c(n1)N(CCc1ccccc1)CCC(=O)N2C
    18 | 2 | . | 0.8 | . | -2 | -18 | 2.3 | 14 | -60
Cc1cc(C)c2c(c1)/C(=N/NC(=O)c1cc(C)oc1C)CCC2
    -13 | -2 | -0.9 | 0.0 | 0.6 | -5 | 13 | 2.9 | -1 | -6
Cn1c(=O)c2c(nc(NCc3ccco3)n2Cc2ccccc2Cl)n(C)c1=O
    4 | 2 | 1.2 | 0.1 | -0.6 | -3 | -4 | 3.4 | . | -6
COc1ccc(CCNC(=O)/C(C#N)=C/c2ccc(OCC(=O)NCC3CCCO3)cc2)cc1OC (centres undefined)
    -20 | 1 | -0.3 | -0.7 | 6.8 | -3 | 20 | 3.6 | -1 | 1
COc1ccc(C(=O)Nc2ccc(CN3CCCCC3)cc2)cc1
    9 | -1 | 1.4 | -0.6 | 1.9 | -3 | -9 | 1.9 | 1 | 12
c1ccc(-c2ccc(-c3ccccc3)[nH]2)cc1
    42 | 2 | . | 0.0 | . | -5 | -42 | 0.1 | 0 | 46
CSCCC(NS(=O)(=O)c1ccccc1F)C(=O)NCC(c1ccco1)N(C)C (centres undefined)
    -14 | -3 | -3.2 | -1.3 | -1.1 | . | 14 | 2.4 | -3 | 7
O=C(CCCCn1c(=O)c2ccccc2n(CC(=O)NC2CCCC2)c1=O)NC1CCCC1
    19 | -6 | 0.2 | -1.1 | 3.2 | 4 | -19 | 2.6 | 0 | 6
NS(=O)(=O)c1ccc(NC(=O)CCC(=O)N2CCOCC2)cc1
    -20 | 2 | -0.6 | -3.8 | 2.2 | -7 | 20 | 1.8 | 2 | 2
C=CCNC(=S)NNc1ncnc2sc3c(c12)CC(C)(C)OC3
    . | 0 | 0.1 | -0.6 | 0.0 | -2 | . | 0.5 | . | -9
CCCCCc1ccc(CC(=O)Nn2c(C)nc3ccccc3c2=O)cc1
    6 | 22 | 1.4 | -3.1 | 2.3 | -5 | -6 | 1.9 | -4 | 0
CC(C)(C)c1cc[n+](-c2nc([O-])sc2C=O)cc1
    -35 | -3 | -1.4 | -1.6 | -0.5 | -2 | 35 | 3.2 | 1 | -1
CCSc1nc(N)nc(-c2cccs2)c1C#N
    30 | 0 | 1.2 | -3.5 | 2.6 | -6 | -30 | 3.6 | -4 | 30
Cc1cccc(-c2noc(-c3ccccc3C(=O)NCC3CCCO3)n2)c1 (centres undefined)
    . | 6 | -1.4 | -3.3 | 1.4 | 5 | . | 2.6 | 1 | 41
N#CCC(=O)N/N=C/c1ccc(Sc2nc3ccccc3s2)o1
    -6 | -13 | -0.6 | . | -0.5 | -3 | 6 | 3.1 | . | .
Cc1ccc(NC(=O)C2(S(=O)(=O)c3ccc(C)cc3)CC2)cc1
    18 | 4 | 0.0 | -0.4 | 1.3 | -2 | -18 | . | 0 | 2
CC(=O)c1cc(-c2ccccc2)n(CCC(=O)NC2CCCC2)c1C
    10 | 0 | 2.7 | -1.4 | 1.1 | 0 | -10 | 2.5 | -6 | -3
O=C(COC(=O)c1n[nH]c(=O)c2ccccc12)c1ccc(Cl)cc1
    -6 | -2 | 2.0 | . | 2.2 | -5 | 6 | 1.7 | . | 12
CCc1nn(CC(=O)NCCN2CCOCC2)c(=O)c2cc3c(OC)cccc3n12
    10 | 9 | -3.0 | -0.3 | 2.9 | -3 | -10 | 0.9 | 0 | -6
CCOC(=O)N1CCN(C(=O)CSc2ccc3nnc(CCNC(=O)c4ccc(OC)cc4)n3n2)CC1
    . | -2 | 2.2 | -2.4 | 0.4 | -5 | . | 1.8 | -2 | -1
COC(=O)[C@@H](NC(=O)c1ccccc1OC1CCN(S(C)(=O)=O)CC1)C(C)C
    -3 | -6 | 2.2 | 1.5 | 1.6 | . | 3 | 1.0 | 0 | -9
Cc1c(S(=O)(=O)N2CCc3ccccc3C2)c(=O)n(C)c(=O)n1C
    -15 | 1 | -0.3 | -0.4 | 0.3 | . | 15 | 2.2 | -4 | .
CN(CC(=O)Nc1ccc(Cl)cc1)S(=O)(=O)c1cccc2cccnc12
    29 | 5 | 1.6 | -0.6 | 5.1 | -10 | -29 | -0.1 | -4 | -13
O=c1c(-c2ccccc2)[n+]([O-])c2ccccc2n1O
    -5 | -6 | -5.5 | -0.6 | -1.3 | 10 | 5 | 2.0 | 5 | .
O=C(c1ccc(-c2cccc(C(F)(F)F)c2)o1)N1CCCCCCC1
    7 | 4 | 1.1 | -1.0 | 4.2 | 1 | -7 | 2.1 | 0 | 24
CCN(C[C@H]1N[C@@](CC)(C(=O)OC)[C@H]2C(=O)N(Cc3ccccc3)C(=O)[C@@H]12)C(=O)c1ccccc1
    -14 | -2 | -0.9 | -0.8 | 2.5 | -2 | 14 | 1.4 | -1 | -2
COc1ccc(C(C)(C)C)cc1NC(=O)COC(=O)c1ccc([N+](=O)[O-])o1
    -9 | -9 | 0.3 | -0.7 | 1.5 | 2 | 9 | 3.0 | -2 | -4
Cc1ccc(F)cc1NC(=O)COC(=O)C1CCN(c2ccc(C(F)(F)F)cn2)CC1
    5 | 4 | -1.2 | -2.1 | 0.7 | -2 | -5 | -0.2 | 16 | 7
COc1ccc(C(=O)NCCS(=O)(=O)N2CCCCCC2)cc1
    -46 | 0 | 0.1 | -1.8 | -0.4 | -3 | 46 | 1.5 | -6 | -4
COCCCNC(=O)C1CCN(S(=O)(=O)c2c(C)noc2/C=C\c2ccc(OC)cc2)CC1
    15 | -3 | -0.3 | -0.5 | 0.7 | 0 | -15 | 2.4 | . | .
CC(C)O/C(=N\S(=O)(=O)c1ccc(Cl)cc1)c1ccccc1
    23 | 6 | 0.4 | 0.2 | -1.2 | . | -23 | -1.6 | . | 9
CCOC(=O)c1csc(-c2ccc3c(c2)CCO3)n1
    -2 | 1 | 0.4 | -1.1 | -1.4 | . | 2 | 1.5 | 40* | .
CCc1ccc(NC(=O)Nc2ccncc2)cc1
    3 | -7 | 2.3 | -4.3 | 1.2 | -6 | -3 | 7.5 | 0 | 76
CSc1nc(Cl)c(Br)c(Nc2c[nH]c(=O)[nH]c2=O)n1
    0 | -5 | . | -1.9 | . | 0 | 0 | 2.7 | -7 | -8
CC(C)OC(=O)C1C(=O)CC(C)(O)C(C(=O)OC(C)C)C1c1cccc([N+](=O)[O-])c1 (centres undefined)
    -40 | -1 | 2.9 | -2.5 | -2.2 | -1 | 40 | 0.5 | -2 | -8
CC(C)CC(NC(=O)CCC(=O)OCC(=O)[C@@]1(O)CCC2[C@@H]3CCC4=CC(=O)C=C[C@]4(C)C3[C@@H](O)C[C@@]21C)C(=O)O (some centres undefined)
    . | -2 | 0.8 | -0.3 | 1.9 | -1 | . | -0.5 | 0 | 16
COC(=O)[C@H]1C[C@@H]1[C@H](NC(=O)c1cnccn1)c1ccccc1
    -24 | 1 | 2.2 | 0.4 | 2.6 | -2 | 24 | 7.0 | -4 | 0
Cc1nc(=O)c(-c2ccccc2)c(C)n1-c1cccc(/C=C/C(=O)O)c1
    -32 | 2 | 0.5 | 0.0 | -0.4 | -3 | 32 | 0.6 | 9 | 6
Cc1c(C#N)c(NC(=O)CCl)n(Cc2ccccc2)c1C
    -7 | -10 | 1.2 | -1.0 | 1.6 | 0 | 7 | 2.7 | -1 | -80
O=C(Nc1ccc(F)c(Cl)c1)NC1CC1
    -12 | -7 | -1.1 | -2.2 | -0.8 | 0 | 12 | 4.2 | -2 | 12
O=C(Nc1ccc2c(c1)OCO2)C1CCN(S(=O)(=O)c2cccc3cccnc23)CC1
    20 | -2 | 0.2 | -3.5 | -2.2 | -2 | -20 | 1.7 | -3 | -1
CC(C)C[C@H](NC(=O)[C@@H]1Cc2ccccc2CN1)C(=O)Nc1ccc(C(C)C)cc1
    9 | 12 | -1.5 | -0.8 | 2.4 | 8 | -9 | 3.4 | 1 | -10
